TrxR1 substrate = rat thioredoxin reductase 1 substrate activity | purified TrxR1 substrate turnover, NADPH consumption readout | Potency, µM (highest dose often 114 µM), without a hit: top-dose activity change, negative = substrate turnover | 0.01% of 390,000 active; note: potency is the fitted concentration of half-maximal effect; % is set by controls: 0 for no effect and ±100 for the full control effect; nearly all actives have a fitted effect of over 50% in size
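Rat TrxR1, dispensed at 90 nM, was prereduced with 400 uM NADPH (final) for 5 min at ~22 deg C, then incubated with compound 15 min before 400 uM selenite. A first-read NADPH fluorescence drop versus no-compound background flagged substrates.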
mIDH1 inhibitor = inhibitors of human mutant IDH1 R132H; O75874; IDH1-R132H enzyme, NADPH consumption, diaphorase/resazurin fluorescence; Potency, µM (top dose mostly 76.6 µM), inactives show top-dose activity change, negative = inhibition, hits mostly inhibitors; 0.093% of 390,000 active; note: potency is the fitted concentration of half-maximal effect; % is set by controls: 0 for no effect and ±100 for the full control effect; nearly all actives have a fitted effect of over 65% in size
Target sequence (O75874 whole entry R132H, stated change not applied): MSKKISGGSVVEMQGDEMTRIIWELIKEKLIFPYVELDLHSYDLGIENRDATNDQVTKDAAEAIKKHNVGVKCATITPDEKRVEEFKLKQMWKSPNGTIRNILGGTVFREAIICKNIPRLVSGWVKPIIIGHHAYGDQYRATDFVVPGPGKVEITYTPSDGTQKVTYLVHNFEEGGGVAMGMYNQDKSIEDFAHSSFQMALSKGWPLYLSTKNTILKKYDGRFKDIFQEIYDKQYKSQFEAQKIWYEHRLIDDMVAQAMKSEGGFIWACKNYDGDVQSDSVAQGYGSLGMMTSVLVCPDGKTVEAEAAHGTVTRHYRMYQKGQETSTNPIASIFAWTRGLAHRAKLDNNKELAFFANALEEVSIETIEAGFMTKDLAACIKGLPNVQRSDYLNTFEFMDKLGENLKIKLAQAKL
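IDH1-R132H (0.5 ug/mL) preincubated 30 min with compound, then NADPH (0.016 mM) and alpha-KG (2 mM) added; 80 min at RT, pH 7.5. Remaining NADPH coupled via diaphorase/resazurin to fluorescence (540/590 nm); concentration-response curves normalized to no-enzyme control.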
GRP78 ERSR act = inducers of ER stress response in human glioma cells; U87-MG GRP78 promoter luciferase reporter, 16 h; Potency, µM, inactives show at the top dose activation, most hits filed as activators; 0.02% of 420,000 active; AID 602332; note: potency is the fitted concentration of half-maximal effect; series mostly up to about 76 µM; % of control where 0% means no effect; nearly all actives have a fitted effect of over 35% in size
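Stably transfected U87-MG human glioma cells carrying a GRP78-based luminescent sensor were seeded at 1000 cells/well, pin-dosed with compounds and incubated 16 h. Luciferase reagent was then added, and end-point luminescence was read after 10 min at room temperature.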
PI4K2A block = blocks human PI4K2A kinase activity. Q9BTU6. 0.13% of 420,000 active. purified PI4K2A, ADP-Glo luminescence, 1 h; stronger effect = lower value. activity change, negative = inhibition, % at 76.9 µM. AID 1346378; in the data active = activity change below about -50%; inconclusive = mostly about -30% to -49%;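 note: -100% = wells without enzyme as full effect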
Target sequence (Q9BTU6 whole entry, looked up): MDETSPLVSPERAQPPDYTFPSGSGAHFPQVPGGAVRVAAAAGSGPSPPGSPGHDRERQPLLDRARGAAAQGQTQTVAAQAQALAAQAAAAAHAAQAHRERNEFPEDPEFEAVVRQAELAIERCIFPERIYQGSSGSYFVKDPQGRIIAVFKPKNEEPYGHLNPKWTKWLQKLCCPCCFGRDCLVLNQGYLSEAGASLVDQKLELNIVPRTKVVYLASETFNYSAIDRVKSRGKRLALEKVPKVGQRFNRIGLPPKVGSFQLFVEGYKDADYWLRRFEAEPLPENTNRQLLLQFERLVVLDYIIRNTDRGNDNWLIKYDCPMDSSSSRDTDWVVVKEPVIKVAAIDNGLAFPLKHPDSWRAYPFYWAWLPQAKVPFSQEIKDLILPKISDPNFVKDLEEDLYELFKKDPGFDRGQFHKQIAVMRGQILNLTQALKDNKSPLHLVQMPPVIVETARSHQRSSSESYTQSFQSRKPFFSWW
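ADP-Glo luminescence measured ADP generated by PI4K2A enzyme (4 ug/mL before mixing) with 1.2 mM PI substrate (pre-mix) and 300 microM ATP (pre-mix). Tris pH7.5 buffer with MgCl2, Triton X-100; 1 h reaction at ambient temperature.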
LDHA inh = LDHA (human) enzyme inhibition | P00338 | purified LDHA, NADH/diaphorase-resazurin fluorescence; stronger effect = lower value | activity change, % (values are at about 110 or 230 µM) | 0.15% of 480,000 active | AID 1347041; in the data active = activity change below about -30%; inconclusive = mostly about -25% to -30%;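 note: plate controls were DMSO wells for no effect and wells without enzyme for full effect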
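Remaining NADH was detected by diaphorase (0.133 mg/mL) converting 37 µM resazurin to fluorescent resorufin, read at 0 and 20 minutes. The preceding 5-minute room-temperature reaction used 2 nM LDHA, 0.2 mM sodium pyruvate and 0.06 mM NADH at pH 7.4.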
USP1-UAF1 inh = blocks the human USP1/UAF1 deubiquitinase complex; O94782; recombinant USP1/UAF1, Ub-Rhodamine cleavage fluorescence; Potency, µM (titrated, usually from 57.1 µM), without a hit: at the top dose activity change, negative = inhibition, hits mostly inhibitors; 0.23% of 390,000 active; note: potency is the fitted concentration of half-maximal effect; % is set by controls: 0 for no effect and ±100 for the full control effect; nearly all actives have a fitted effect of over 60% in size; inactives centre near -12
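USP1/UAF1 complex at 1 nM was preincubated with compound for 15 min at room temperature, then Ub-Rho substrate (150nM final) was added. Fluorescence (480/540 nm) was read kinetically, 6 reads every 60 seconds.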
RXFP1 ag = RXFP1 (human) receptor agonism; 0.3% of 370,000 active; Potency, µM (series often up to 57.5 µM), for inactives: at the highest dose activation, usual class: activators; HEK293T-RXFP1 cAMP TR-FRET, 30 min; response scale: percent of porcine relaxin response, buffer zero; note: potency is the fitted concentration of half-maximal effect; % is set by controls: 0 for no effect and ±100 for the full control effect; nearly all actives have a fitted effect of over 60% in size; many of its hits are not listed in these tables
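cAMP rise read by TR-FRET after 30 min, 37C compound exposure (up to 58 uM) in RXFP1-transfected HEK293 cells with Ro 20174 present. EC50 from Hill-equation fits, with 29 nM porcine relaxin as 100% and buffer as basal.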
Vif-A3F inh = inhibitors of Vif-A3F interaction; AID 602313; HeLa A3F-eYFP + Vif (tagged APOBEC3F with the HIV-1 protein that degrades it), YFP fluorescence increase; 0.2% of 390,000 active; Potency, µM (titrated, usually from 46.1 µM), without a hit: at the top dose activity, negative = active; note: potency is the fitted concentration of half-maximal effect; % of control where 0% means no effect; nearly all actives have a fitted effect of over 65% in size
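HeLa cells stably expressing A3F-eYFP plus Vif, plated and incubated overnight at 37 deg C, then exposed to compounds overnight at 37 deg C. Blocked degradation read as raised yellow fluorescence (Ex 488/Em 500-530).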
Vif-APOBEC3G blk = inhibitors of Vif-APOBEC3G interaction; HeLa A3G-eYFP + Vif (tagged APOBEC3G with the HIV-1 protein that degrades it), YFP fluorescence, overnight; 0.076% of 410,000 active; Q9HC16; Potency, µM (top dose mostly 46.1 µM), for inactives: top-dose activity, negative = active, most hits filed as inhibitors;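 note: potency is the fitted concentration of half-maximal effect; % is set by controls: 0 for no effect and ±100 for the full control effect; nearly all actives have a fitted effect of over 60% in size; hits raise eYFP signal because A3G escapes Vif-driven loss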
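HeLa cells stably expressing Vif and C-terminally eYFP-tagged A3G, seeded overnight at 37 deg C, then exposed to compound by pintool overnight at 37 deg C. Rise in yellow fluorescence (Ex 488/Em 500-530, Acumen) marks blocked Vif-driven A3G degradation.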
* marks the source's active call; other numbers are inactive results; ? = inconclusive; / = no result given; & = joins results of further samples; [ ] = remark or other dose. Unless noted, calls come from the whole dose curve; as a rule, active = well fitted curve in the direction sought with a large enough effect; inconclusive = small, poorly fitted or top-dose-only effect, or another doubt; inactive = no such curve, though single readings can be large; an effect the other way counts as inactive or inconclusive. Only part of the results is shown. The share of hits here may be higher or lower than overall.

(1) CCOc1ccc(NC(=S)NNc2ccnc3cc(Cl)ccc23)cc1
(2) CCOc1ccc(-n2cc(C(=O)Nc3cccc(C)n3)c3cc(OC)c(OC)cc3c2=O)cc1
(3) CC1CN(C2CCN(S(=O)(=O)c3ccccc3)CC2)CC(C)O1 (stereo not drawn)
(4) Clc1ccc(-c2ccn[nH]2)cc1
(5) O=C(CSC(=S)N1CCCC1)N1CCN(S(=O)(=O)c2cccc(F)c2)CC1
(6) O=C(NNc1ccc(O)cc1)c1ccc(Br)cc1
(7) CCc1cccc(CC)c1NC(=S)N1CCn2cccc2C1c1cccnc1 (stereo not drawn)
(8) Cc1cc(C)n(CCNS(=O)(=O)c2ccccc2)n1
(9) COc1ccc(OC)c(-c2cc(C(=O)NCCCn3ccnc3)no2)c1
(10) CCOC(=O)c1ccc(Nc2nc(=O)c3cccnc3s2)cc1

Assay by compound	1	2	3	4	5	6	7	8	9	10
TrxR1 substrate	2%[57.1 µM]	-6%[57.1 µM]	-5%	1%	-3%	-2%	-6%[11.4 µM]	4%	2%[2.29 µM]	5%
mIDH1 inhibitor	-2%	5%	8%	6%	6%	10%	8%	-5%	4%	1%
GRP78 ERSR act	-4%	-10%	0%	4%	-3%	4%	-3%	2%	-2%	?
PI4K2A block	1	3	0	6	5	1	3	-1	3	2
LDHA inh	2	-2	-32*	-8&-3	0	8	5	-15	-6	-2
USP1-UAF1 inh	-20%	-7%	-12%	-13%	-18%	-8%	-15%	-19%	-18%	-13%
RXFP1 ag	0.1%	/	0.2%	2.7%	-0.3%	-3.1%	-1.9%	-3.4%	1.9%	-1.4%
Vif-A3F inh	-5%	8%	-13%	-2%	-5%	-1%	-17%	-53%	-7%	-15%
Vif-APOBEC3G blk	-13%	-3%	0%	1%	-1%	-24%	-3%	1%	-1%	-10%

(11) Cc1cccc(NC(=O)c2cnc3sccn3c2=O)c1
(12) S=C(Nc1ccc(N2CCOCC2)cc1)Nc1ccc2nc(-c3ccco3)c(-c3ccco3)nc2c1
(13) CCOc1ccc(NC(=O)c2ccc3nc(Cc4ccccc4)oc3c2)cc1
(14) Cn1c(=O)n(C)c2cc(NC(=O)c3ccccc3NS(C)(=O)=O)ccc21
(15) CCOc1ccc(CNC(=O)c2ccc3c(c2)nc2n3CCCCC2)cc1
(16) CCOC(=O)C1(C)CCN1C(=O)c1cc(-c2ccc(Cl)cc2)oc1C (stereo not drawn)
(17) CCN(CC)C(=O)Cn1c(=O)n(CC2CCC(C(=O)NC)CC2)c(=O)c2sccc21 (stereo not drawn)
(18) O=C(CSc1nccn(-c2ccc(F)c(F)c2)c1=O)NC1CCCC1
(19) CCOC(=O)C(=O)NCC(c1cccs1)S(=O)(=O)c1ccc(C)cc1 (stereo not drawn)
(20) CCOC(=O)N1CCC(NCCNC(=O)c2ccccc2Cl)CC1

Assay by compound	11	12	13	14	15	16	17	18	19	20
TrxR1 substrate	13%	-9%	4%[57.1 µM]	4%	2%[57.1 µM]	/	5%[57.1 µM]	12%	5%	-5%
mIDH1 inhibitor	-5%	0%	11%	15%	-4%	/	-7%	5%	-12%	2%
GRP78 ERSR act	-5%	-2%	-3%	1%	-1%	0%	-3%	-3%	-4%	-4%
PI4K2A block	0	?	-1	2	-1	0	-2	2	-2	13
LDHA inh	-2	17	-11	0	-9	2	-5	-5	-8	-20
USP1-UAF1 inh	-30%	25µM*	-7%	-23%	-8%	/	-4%	-4%	-21%	-13%
RXFP1 ag	6.9%	8.9%	-0.2%	-1.4%	0.4%	/	0.4%	-1.6%	1.7%	-0.8%
Vif-A3F inh	-1%	?	-9%	-11%	1%	/	0%	-12%	8%	-7%
Vif-APOBEC3G blk	0%	-24%	-8%	-1%	8%	-3%	3%	-2%	-6%	2%

(21) Oc1ccc(-c2nc3ccccc3s2)cc1
(22) CCOC(=O)c1ccccc1NC(=O)C=C(C)C
(23) O=C(C[C@@H]1C[C@H]2c3cc(NC(=O)Nc4ccccc4F)ccc3O[C@H]2[C@H](CO)O1)NCC(F)(F)F
(24) CC(C)(C)C(=O)Nc1ccc(-c2csnn2)cc1
(25) COc1cc(OC)c(S(=O)(=O)Nc2ccc(C)cn2)cc1NC(C)=O
(26) CCCCn1c(N)c(N(CCOC)C(=O)c2cccc(S(=O)(=O)N(CC)c3ccccc3)c2)c(=O)[nH]c1=O
(27) COC(=O)C1CCN(CC(N)=O)CC1
(28) Cc1ccc(-n2c(SCc3ccc([N+](=O)[O-])cc3)nc3ccccc3c2=O)cc1
(29) N#CCC(=O)NCCCc1ccccc1
(30) O=S(=O)(c1ccc2nc(Cc3ccccc3)[nH]c2c1)N1CCOCC1

Assay by compound	21	22	23	24	25	26	27	28	29	30
TrxR1 substrate	59%[activator]	-4%	/	-2%	-15%	-7%	8%[57.1 µM]	5%	6%[57.1 µM]	11%
mIDH1 inhibitor	2%	8%	8%	5%	16%	1%	3%	3%	-5%	-1%
GRP78 ERSR act	4%	-3%	-3%	-2%	-5%	-4%	-2%	-1%	2%	-2%
PI4K2A block	-25	-6	-7	-1	0	3	-8	-5	-3	-2
LDHA inh	1&-4	1	0	-2	-1	-6	-4	4	-4	-9
USP1-UAF1 inh	-25%	-20%	-5%	-18%	4%	-6%	-10%	-8%	-3%	?
RXFP1 ag	7.5%	0.7%	/	-1.2%	-1.1%	-2.0%	-0.3%	-0.9%	4.0%	0.0%
Vif-A3F inh	4%	-16%	-17%	1%	0%	2%	1%	-4%	-1%	-2%
Vif-APOBEC3G blk	-2%	2%	-3%	2%	-4%	0%	-4%	-1%	-1%	0%

(31) Cc1cc(C)c(S(=O)(=O)N2CCC(n3c(C(F)(F)F)nc4cccnc43)CC2)c(C)c1
(32) CCN(CC)CCCNC(=O)C1c2cc(OC)c(OC)cc2C(=O)N(C)C1c1cccnc1 (stereo not drawn)
(33) COc1ccccc1NS(=O)(=O)c1cc(NC(=O)CCC2CCCC2)ccc1N1CCOCC1
(34) CC[C@@]1(c2ccccc2)C(=O)N(C(=O)OC)N1C(=O)OC
(35) CCNC(=O)Nc1ccccc1C(=O)OC
(36) N#CC(c1ccc(Cl)nn1)c1ccccc1Cl (stereo not drawn)
(37) CN1C(=O)C2C(c3ccc(N(C)C)cc3)=NN(Cc3ccccc3)C2C1=O (stereo not drawn)
(38) C#CCOC(=O)c1cc(Cl)c(=O)n(Cc2ccc(Cl)cc2Cl)c1
(39) CCCCC1CC(/C(C)=N/NC(N)=O)OC1=O (stereo not drawn)
(40) O=c1[nH]c(/C=C/c2ccccn2)nc2ccccc12

Assay by compound	31	32	33	34	35	36	37	38	39	40
TrxR1 substrate	7%[57.1 µM]	4%[57.1 µM]	-1%	3%	10%[57.1 µM]	-2%	-5%[57.1 µM]	-3%	-10%	-3%
mIDH1 inhibitor	15%	2%	12%	4%	-4%	4%	-2%	-3%	-1%	18%
GRP78 ERSR act	-3%	-2%	-7%	-3%	-4%	0%	-1%	-5%	-1%	-5%
PI4K2A block	-3	7	-1	1	2	-12	3	-4	5	-7
LDHA inh	-3	0	-5	-2	-13	-8	-6	-2	-8	-1
USP1-UAF1 inh	-20%	-14%	-8%	-31%	-24%	7%	-9%	-19%	-2%	-18%
RXFP1 ag	3.6%	0.3%	0.8%	0.9%	3.6%	-1.0%	3.2%	6.8%	-0.1%	-0.5%
Vif-A3F inh	-3%	6%	5%	5%	-8%	-11%	1%	0%	-1%	0%
Vif-APOBEC3G blk	-2%	1%	2%	0%	-4%	0%	-2%	-9%	-1%	?

3 entries out of the list above, arranged by their value in TrxR1 substrate, rising.
no. | Molecule | TrxR1 substrate | PI4K2A block | LDHA inh | USP1-UAF1 inh | RXFP1 ag | Vif-A3F inh
39 | CCCCC1CC(/C(C)=N/NC(N)=O)OC1=O (stereo not drawn) | -10% | 5 | -8 | -2% | -0.1% | -1%
36 | N#CC(c1ccc(Cl)nn1)c1ccccc1Cl (stereo not drawn) | -2% | -12 | -8 | 7% | -1.0% | -11%
34 | CC[C@@]1(c2ccccc2)C(=O)N(C(=O)OC)N1C(=O)OC | 3% | 1 | -2 | -31% | 0.9% | 5%

Further records
(41) Cc1ccc(-c2noc(CSc3nnc(Cc4ccccc4)n3-c3cccc(C)c3)n2)cc1
(42) COc1ccc(C)cc1NC(=O)Nc1ccccc1
(43) CCCCN1C(=O)C(O)=C(C(C)=O)C1c1ccccc1 (stereo not drawn)
(44) COC(=O)CN1C(=O)C(C)(C)Oc2ccc(C(=O)NC3CC3)cc21

Assay by compound	41	42	43	44
TrxR1 substrate	-5%&-14%	9%[57.1 µM]	-16%	6%[57.1 µM]
mIDH1 inhibitor	10%&5%	1%	3%	3%
GRP78 ERSR act	0%&-2%	7%	-4%	-4%
PI4K2A block	-2&1	-8	11	-5
LDHA inh	1&1	1	-3	-7
USP1-UAF1 inh	-29%&-11%	-14%	0%	-4%
RXFP1 ag	-1.0%&1.8%	-1.3%	6.5%	1.6%
Vif-A3F inh	5%&-10%	-1%	-7%	6%
Vif-APOBEC3G blk	-5%&1%	-8%	3%	2%

An excerpt from above with just Vif-A3F inh, TrxR1 substrate and PI4K2A block:
no.	Structure	Vif-A3F inh	TrxR1 substrate	PI4K2A block
42	COc1ccc(C)cc1NC(=O)Nc1ccccc1	-1%	9%[57.1 µM]	-8
44	COC(=O)CN1C(=O)C(C)(C)Oc2ccc(C(=O)NC3CC3)cc21	6%	6%[57.1 µM]	-5
